Assay outcomes (PubChem BioAssay)
L929 necroptosis: blocks zVAD induced death of L929 cells; L929 zVAD necroptosis rescue, ATP luminescence, 24 h; with zVAD 60 µM; 220,000 tested, 0.38% active; viability rescue, % at 10 µM;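 active = activation, scaled between plate controls, above about 75%, limit read from the data; inactive = activation under that limit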;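 note: 0% = zVAD with DMSO and 100% = DMSO alone without zVAD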
KLK5 inh: blocks human kallikrein 5 protease activity; Q9Y337; recombinant hK5, fluorogenic AMC substrate cleavage; inhibition, % at 5 µM; 210,000 tested, 0.59% active; AID 873;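 active = inhibition of 40% or more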;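 note: 0% = enzyme controls without compound and 100% = no-enzyme blanks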
Target sequence (Q9Y337 67-293 limits assumed): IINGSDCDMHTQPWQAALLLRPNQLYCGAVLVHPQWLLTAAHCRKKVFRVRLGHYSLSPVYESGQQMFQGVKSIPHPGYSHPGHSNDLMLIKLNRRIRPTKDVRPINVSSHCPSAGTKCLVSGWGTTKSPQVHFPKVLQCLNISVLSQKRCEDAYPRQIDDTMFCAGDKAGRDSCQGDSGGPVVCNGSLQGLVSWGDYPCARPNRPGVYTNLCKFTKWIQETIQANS
Hck Nef HTS: human Hck-Nef kinase inhibition; P08631; Recombinant Hck-YEEI plus Nef, Z-Lyte FRET kinase assay; inhibition, % at 20 µM; 220,000 tested, 0.68% active;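 active = Hck-Nef kinase inhibition above about 50%, limit read from the data; inactive = inhibition below that limit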;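 note: 0% = DMSO with Hck plus Nef and 100% = Hck alone without Nef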
Target sequence (P08631 whole entry, looked up): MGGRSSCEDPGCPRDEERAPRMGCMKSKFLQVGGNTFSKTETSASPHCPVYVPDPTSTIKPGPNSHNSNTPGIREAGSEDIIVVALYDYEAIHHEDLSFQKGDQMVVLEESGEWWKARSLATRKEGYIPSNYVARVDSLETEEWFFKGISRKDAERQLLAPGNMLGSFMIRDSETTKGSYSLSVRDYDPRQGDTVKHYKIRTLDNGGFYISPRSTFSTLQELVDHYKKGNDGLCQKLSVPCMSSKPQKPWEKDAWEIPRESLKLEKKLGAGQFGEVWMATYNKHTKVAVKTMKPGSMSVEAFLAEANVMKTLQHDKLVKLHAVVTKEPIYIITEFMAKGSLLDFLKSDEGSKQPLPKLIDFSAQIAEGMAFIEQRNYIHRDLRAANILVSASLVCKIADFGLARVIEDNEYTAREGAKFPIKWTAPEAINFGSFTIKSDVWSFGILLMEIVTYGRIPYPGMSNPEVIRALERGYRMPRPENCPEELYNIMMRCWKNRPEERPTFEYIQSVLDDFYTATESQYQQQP
Thrombin inh: inhibitors of human thrombin. inhibition, % at 5 µM. 220,000 tested, 0.26% active. alpha-thrombin, Boc-VPR-AMC fluorogenic substrate cleavage. AID 1046;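 active = inhibition at or above 40%; inactive = inhibition below 40%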;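 note: 0% = enzyme with no compound and 100% = wells without enzyme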
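Material: Human alpha-thrombin protein | Buffer or medium: pH 7.5 Tris-saline with Tween 20 | Reagent: Boc-VPR-AMC substrate, 15 µM final | Schedule: Reaction at ambient temperature | Detection: AMC fluorescence at 355 nm excitation and 460 nm emission | Evaluation: Percent inhibition scaled between no-compound controls and no-enzyme blanks | Controls: no-compound enzyme wells and no-enzyme blanks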
FXIa inh: inhibitors of human coagulation factor XIa; P03951; AID 798; purified FXIa, Boc-Glu-Ala-Arg-AMC fluorogenic substrate; 220,000 tested, 0.14% active; inhibition, % at 5 µM;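 active = inhibition of at least 40%; inactive = inhibition below 40%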;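 note: fluorescence of freed AMC excited at 355 nm; 0% = enzyme without compound and 100% = no enzyme blank; many of its hits are not listed in these tables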
TNF necrop inh: TNF-alpha cell death inhibition in Jurkat FADD-/- cells. activation (protection from cell death), % at 10 µM. 220,000 tested, 0.068% active. Jurkat FADD-/- TNF necroptosis rescue, ATP luminescence, 24 h; 0 = TNF only, 100 = no-TNF cells;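 active = activation, meaning protection from cell death, of at least 50% relative to plate controls; inactive = activation below 50%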;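 note: necroptosis triggered by 40 ng/mL TNF-alpha added together with compound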
Rad51 HR inh: Rad51 (human) homologous recombination inhibition. Q06609. hRad51 DNA strand exchange, fluorescence dequenching. inhibition, % at 10 µM. 200,000 tested, 0.085% active;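 active = inhibition above 40% at the single screening dose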;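 note: 0% = DMSO control wells and 100% = blanks with heterologous ssDNA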
Target sequence (Q06609 whole entry, looked up): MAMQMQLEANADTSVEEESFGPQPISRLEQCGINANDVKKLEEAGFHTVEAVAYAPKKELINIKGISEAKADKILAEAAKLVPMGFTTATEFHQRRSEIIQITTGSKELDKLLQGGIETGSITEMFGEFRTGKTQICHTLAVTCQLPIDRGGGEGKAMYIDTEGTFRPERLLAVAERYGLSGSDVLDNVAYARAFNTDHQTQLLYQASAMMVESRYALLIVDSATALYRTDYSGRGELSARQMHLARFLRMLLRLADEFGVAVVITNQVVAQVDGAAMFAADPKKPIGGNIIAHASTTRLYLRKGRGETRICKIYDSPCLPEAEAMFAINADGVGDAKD
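System: human Rad51 nucleoprotein filaments preassembled on unlabelled ssDNA. Reagent: labelled 47-mer dsDNA for strand exchange. Schedule: 30-min compound preincubation and 15-min exchange, both room temperature. Measured by: FRET fluorescence dequenching, excitation 485 nm, emission 520 nm. Read-out: Fluorescence-based percent inhibition, control- and blank-normalised. Benchmarks: plate controls and plate blanks.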
Cl transport mod: modulators of human KCC2 chloride dependent transport; Q9H2X9; KCC2 cells, thallium flux FluoZin-2 fluorescence; B-score of Tl+ flux slope (higher = more flux/activation; lower = inhibition) at 10 µM; 190,000 tested, 2.2% active; AID 1456;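 active = thallium flux slope and its plate-corrected score both differing from the plate sample mean at a set confidence after two filtering rounds, in either direction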;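 note: slope of fluorescence scaled to starting intensity during 10 to 20 s after thallium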
FXIIa inh 1536: factor XIIa (human) inhibition | P00748 | purified FXIIa, Boc-QGR-AMC fluorogenic substrate, 2 h | inhibition, % at 5 µM | 220,000 tested, 0.3% active; in the data active = inhibition above about 40%;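 note: 0% = enzyme with no compound and 100% = blank without enzyme; many of its hits are not listed in these tables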
Starred values were filed as active, the others as inactive; / = no result given.

SMILES	L929 necroptosis	KLK5 inh	Hck Nef HTS	Thrombin inh	FXIa inh	TNF necrop inh	Rad51 HR inh	Cl transport mod	FXIIa inh 1536
CC(NC(=O)CCc1nnc(-c2ccccc2)o1)c1ccccc1 (stereo not drawn)	0.6	3	27	-10	0	0.7	7	-1.1	8
Cc1onc(-c2ccccc2)c1C(=O)NCCc1ccc(Cl)cc1	0.1	4	0	-2	2	-0.5	1	-2.1	8
COc1ccc(-c2csc3nc(C(C)(C)C)oc(=O)c23)cc1OC	0.3	-6	19	-9	-7	4.1	/	0.48	4
COc1ccc(C(=O)NNC(=O)C(=O)NCc2ccccc2)cc1	1.1	2	18	-10	-2	-1.4	-5	/	7
COc1ccc(CN=CC2=C(O)CC(C)(C)CC2=O)cc1	-0.3	-11	2	-2	-1	1.3	2	0.0048	10
c1coc(C2OCC3(CO2)COC(c2ccco2)OC3)c1 (stereo not drawn)	0.4	3	12	-3	1	1.9	-3	0.023	7
CCCCCC(=O)NC(NC(=S)Nc1ccc(S(N)(=O)=O)cc1)C(Cl)(Cl)Cl (stereo not drawn)	0.0	-7	2	-5	-1	-2.5	-3	/	7
NC(=O)C1CCN(C2CC(=O)NC2=O)CC1 (stereo not drawn)	1.8	-3	30	0	2	1.2	1	1.8	5
CCCCC1(Cc2ccc(OC)c([N+](=O)[O-])c2)C(=O)N(c2ccccc2)N(c2ccccc2)C1=O	-0.5	-8	-1	3	7	-3.6	-5	-0.58	10
O=C(NCCc1ccc(Cl)cc1)c1ncn[nH]1	0.3	-15	1	-2	-1	-0.2	1	/	2
CCN(C(=O)CN1C(=S)NC(C)(C)CC1C)c1ccc(C)c(C)c1 (stereo not drawn)	1.1	-2	-12	-4	-4	0.4	-3	-0.72	3
O=C(c1cc2ccccc2oc1=O)N1CCN(c2ccc(N3CCOCC3)nn2)CC1	1.1	-10	18	-9	-1	0.3	-10	-0.017	11
CCc1nc2ccccc2n(CCOCCOCCn2c(=O)c(CC)nc3ccccc32)c1=O	-0.4	-7	0	1	4	-0.6	20	/	10
Cc1ccc(NC(=O)COC(=O)/C=C/c2c(C)nn(-c3ccc(F)cc3)c2Cl)cc1F	0.9	-10	6	-5	3	3.0	5	0.32	7
CCOC(=O)c1[nH]n(-c2ccc(Cl)cc2)c(=O)c1C	0.4	-20	8	-11	-4	1.0	-2	0.41	-2
N#Cc1ccccc1Oc1ccccc1C=O	0.8	-20	22	0	-7	-3.6	-10	-1.1	-4
C=CCc1ccccc1OCC(O)CN1CCN(c2ccc(C)cc2)CC1 (stereo not drawn)	-0.4	-11	0	-15	-2	0.3	-8	-0.62	12
CCOc1ccc(N/C=C/C(=O)c2ccc(OC)cc2)c([N+](=O)[O-])c1	0.1	-4	-1	4	5	-1.4	2	-1	12
Cc1ccc(C(=O)Cn2nnc(-c3ccccc3)n2)cc1	-0.7	1	10	0	1	0.2	4	-1.9	12
CSc1sc(C)cc1C1C(C#N)=C(N)N(c2cccnc2)C2=C1C(=O)CCC2 (stereo not drawn)	-0.3	3	2	-1	0	0.3	-9	0.31	15
COc1ccc(/C=c2\s/c(=C/C(=O)c3ccc(C)cc3)[nH]c2=O)c(OC)c1	1.9	-10	4	-3	4	3.3	-192	1.9	1
O=C1Nc2c(c(=O)[nH]c(=O)n2-c2ccccc2)C(C(F)(F)F)(C(F)(F)F)N1	0.2	-1	1	-3	-8	1.6	-5	0.97	-12
CC(=O)c1ccc(OC(C)C)c(CN2CCCCC2)c1	0.8	8	-2	-4	4	-2.0	2	0.046	6
Cc1nc(C)n(CC(O)COc2ccc3ccccc3c2)n1 (stereo not drawn)	-0.4	-13	14	-7	-10	-0.7	-10	-0.034	-3
COC(=O)c1ccc(NC(=O)C(=O)N2CCN(C(=S)Nc3cccc(C)c3C)CC2)cc1	0.5	0	0	4	4	2.8	/	-0.035	15
Next results:
SMILES	L929 necroptosis	KLK5 inh	Hck Nef HTS	Thrombin inh	FXIa inh	TNF necrop inh	Rad51 HR inh	Cl transport mod	FXIIa inh 1536
COCCCNC(=O)c1cc(S(=O)(=O)N2CCOCC2)ccc1SCc1cccc(OC)c1OC	-0.4	/	5	0	1	1.4	/	0.67	13
Cc1cccc(C)c1C(=NCCCN(C)C)c1ccccc1	-0.4	-20	3	-7	-4	2.4	5	0.77	2
CCOC(=O)c1c(NC(=S)Nc2ccc(Cl)cc2)sc(C)c1C	-0.6	-4	1	3	4	-0.4	/	-0.0027	14
COc1ccc(-c2nc(CS(=O)CC(=O)NCc3ccco3)c(C)o2)cc1OC (stereo not drawn)	-1.2	-27	0	-11	-5	-0.1	3	/	7
O=Cc1ccc(OCC(=O)Nc2ccccc2C(F)(F)F)cc1	-0.7	11	-24	31	33	-0.3	-5	-0.92	64*
CCn1ncc(Br)c1C(=O)Nc1sc2c(c1C(N)=O)CCC2	0.0	4	2	-7	-2	-3.2	-1	/	10
COC(=O)c1sccc1NC(=O)COc1ccc(C)cc1	0.8	-13	7	-2	-4	0.4	11	0.51	5
O=C(NCCc1ccc(Cl)cc1)c1cccs1	-1.1	-1	18	-9	1	0.9	-25	-0.71	15
COc1cc(OC)c(C2C(C(=O)O)c3ccccc3C(=O)N2C)cc1OC (stereo not drawn)	-0.7	-5	-1	2	5	0.0	-4	/	13
O=C(NC(C(=O)N/N=C/c1ccncc1)c1n[nH]c(=O)c2ccccc12)c1ccccc1 (stereo not drawn)	0.0	4	19	1	0	4.8	4	-0.42	6
CN1CCN(CCCNC(=O)c2nnc(Cc3c(F)cccc3Cl)o2)CC1	1.0	1	-3	1	9	-0.8	-5	-0.63	16
C/C(=N\Nc1nc(C)cc(C)n1)c1ccc(N2CCOCC2)cc1	0.2	-3	28	-7	2	1.7	-2	1.4	0
CS(=O)(=O)c1nc2c(cc1C#N)CCCC2	-0.3	-4	-28	-4	-2	-0.1	6	-0.88	/
CCOC(=O)C1CCCN(C2CC(=O)N(c3ccccc3)C2=O)C1 (stereo not drawn)	0.1	16	-21	12	27	0.2	7	0.8	28
CCOC(=O)C1CCN(C(=O)/C(C)=C\c2ccccc2)CC1	-0.2	-5	2	3	-3	-0.3	10	-0.61	6
CC(C)(C)C(=O)Nc1ccnc(-c2cccnc2)n1	-0.1	6	0	3	9	-2.2	-5	1.7	2
O=C(Nc1ccccc1)Nc1cccc(Cl)c1Cl	1.2	-7	-43	-4	5	0.1	/	-0.018	7
CN1\C(=C/C=C/C=C/C=[N+](C)C)C(C)(C)c2ccccc21	-0.7	1	37	0	-1	-12	-17	/	10
O=C(/C=C/c1ccco1)Nc1cccc2cccnc12	0.5	-5	4	1	8	0.3	-42	-0.69	5
CC1(C)Cc2c(C#N)c(OCC(=O)c3ccc(Cl)cc3)nc(-c3ccco3)c2CO1	0.5	-22	14	-3	1	1.2	-5	0.49	0
CC1CN(C(=O)CN2C(=O)NC3(CCCCCC3)C2=O)CC(C)O1 (stereo not drawn)	0.4	-8	-1	-5	-2	-0.1	3	0.53	0
O=C(NN=C1CCCCCC1)c1c[nH]c2ccccc12	0.9	-13	-22	-6	-2	1.7	14	0.036	7
Cc1ccc(CN2CCN(Cc3cnc(C)s3)CC2CCO)o1 (stereo not drawn)	-0.4	/	6	-2	-1	-0.5	-7	1.9	3
CCOC(=O)c1ccc(S(=O)(=O)NNC(=O)COc2ccc(C)cc2)cc1	1.8	-2	0	-7	1	0.7	3	0.77	-2
NS(=O)(=O)c1ccc(NC(=O)Nc2ccc(S(N)(=O)=O)cc2)cc1	0.0	2	19	4	3	1.1	17	-0.013	7
The list goes on.
SMILES	L929 necroptosis	KLK5 inh	Hck Nef HTS	Thrombin inh	FXIa inh	TNF necrop inh	Rad51 HR inh	Cl transport mod	FXIIa inh 1536
Cc1cc(C(=O)OCC(=O)Nc2ccccc2F)c(C)o1	0.0	-19	1	-3	-4	-0.1	7	-0.17	9
CCOC(=O)C1CCCN(C(=O)c2cccs2)C1 (stereo not drawn)	0.4	3	9	-2	3	0.0	-1	0.015	13
CCCCC(NC(=O)c1cccc(Br)c1)C(=O)O (stereo not drawn)	5.3	2	23	-3	-4	0.5	-4	1.8	8
O=C(NCc1nnc(SCc2ccc(F)cc2)n1-c1ccc(F)cc1)C12CC3CC(CC(C3)C1)C2	2.9	10	1	-9	0	-1.2	7	-1.6	10
O=C(NCCN1CCc2ccccc2C1)C1CCN(S(=O)(=O)N2CCCCC2)CC1	1.2	0	1	1	13	0.5	-1	/	29
CN(C)C=Nc1nonc1-c1ncn[nH]1	0.0	-22	5	1	1	-0.9	1	0.96	17
CCCn1c(SCC(=O)c2cc(OC)ccc2OC)nc2c1c(=O)n(C)c(=O)n2C	0.3	/	7	/	/	-0.4	/	0.66	/
COc1ccc(C(=S)N2CCN(c3cccc(Cl)c3)CC2)c(OC)c1	0.7	-7	11	-6	-4	-3.7	4	0.058	4
CCC1CO/C(=C(\C(Cl)=C(Cl)Cl)[N+](=O)[O-])N1 (stereo not drawn)	2.3	-2	25	-10	2	-2.0	11	-0.98	11
Cc1nc2cc(NC(=O)COc3ccccc3C#N)ccc2n1-c1ccccc1	-0.4	0	0	-5	-7	-0.4	-6	/	8
O=C(c1ccccc1/S(=N/S(=O)(=O)c1ccccc1)N1CCOCC1)N1CCOCC1 (stereo not drawn)	0.3	-6	1	-1	-1	0.3	-1	0.66	11
c1ccc(-c2noc(-c3cccc4ccccc34)n2)cc1	0.6	3	0	-9	2	0.4	4	/	7
O=C(NCCCc1nc2ccccc2[nH]1)c1ccc(F)cc1	1.9	-3	15	/	8	2.5	2	1.3	5
COCCn1cc(C(=S)N2CCCCC2)c2ccccc21	-0.3	-21	-5	0	3	-1.8	13	0.12	0
COC(=O)c1ccc(Cn2nc(C)c(Br)c2C)cc1	0.0	35	2	28	5	8.2	3	-0.74	5
Oc1c(N=NC(=S)Nc2ccccc2F)c2ccccc2n1Cc1ccccc1Cl	-1.6	37	17	-1	33	0.0	-47	3.8	32
CCOc1cc(C)c(S(=O)(=O)N2CCCC2)cc1C	-1.0	-20	6	-1	-7	-3.0	0	-1.4	-6
O=C(NCC(=O)N(Cc1cccs1)C(C(=O)NC1CCCC1)c1ccncc1)c1ccco1 (stereo not drawn)	-0.3	0	1	-9	-6	-0.8	-5	0.99	-5
COCCNC(=O)CCCn1c(=O)c2cc(OC)c(OC)cc2n(CC(=O)c2cccc(OC)c2)c1=O	0.7	-3	-26	-4	12	3.0	-10	1.9	2
Cc1ccc(C(=O)C2C(=O)c3ccccc3C2=O)cc1	0.0	18	1	-3	-13	-2.3	-4	0.061	1
Cc1noc(C)c1S(=O)(=O)N1CCC(Cc2ccccc2)CC1	1.4	0	1	-6	0	1.1	-4	-0.43	5

3 structures from above, ordered by number of heavy atoms, high to low.
SMILES	L929 necroptosis	KLK5 inh	Hck Nef HTS	Thrombin inh	FXIa inh	TNF necrop inh	Rad51 HR inh	Cl transport mod	FXIIa inh 1536
CCCn1c(SCC(=O)c2cc(OC)ccc2OC)nc2c1c(=O)n(C)c(=O)n2C	0.3	/	7	/	/	-0.4	/	0.66	/
Cc1nc2cc(NC(=O)COc3ccccc3C#N)ccc2n1-c1ccccc1	-0.4	0	0	-5	-7	-0.4	-6	/	8
COCCn1cc(C(=S)N2CCCCC2)c2ccccc21	-0.3	-21	-5	0	3	-1.8	13	0.12	0

The list is partial. The share of hits here may be higher or lower than overall.
